Source: PubChem (Johns Hopkins Ion Channel Center)
KCNK3 inh: human KCNK3 channel inhibition, primary screen | B-score at 10 µM | O14649 | CHO-KCNK3 thallium flux, FluxOR fluorescence; active compounds read low | 340,000 tested, 0.84% active;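 active = B-score under library mean minus 4 SD, starting fluorescence ratio at most library mean plus 5 SD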;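 also: more negative B-score means stronger inhibition of thallium flux through KCNK3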
ANO1 activ: activates or potentiates the mouse TMEM16A chloride channel. HEK293 TMEM16A/YFP-H148Q/I152L, iodide quench fluorescence; active compounds read low. B-score at 10 µM. 340,000 tested, 0.3% active;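 active = fluorescence-ratio B-score plate-corrected deviation score at least 3 library SD below zero, with starting fluorescence score within 5 deviations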;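 also: channel opened by trigger with iodide after compound preincubation; score built on the fluorescence ratio of max minus min over baseline; more negative score means more quench and so TMEM16A activation or potentiation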
Target sequence (Q8BHY3 whole entry, looked up): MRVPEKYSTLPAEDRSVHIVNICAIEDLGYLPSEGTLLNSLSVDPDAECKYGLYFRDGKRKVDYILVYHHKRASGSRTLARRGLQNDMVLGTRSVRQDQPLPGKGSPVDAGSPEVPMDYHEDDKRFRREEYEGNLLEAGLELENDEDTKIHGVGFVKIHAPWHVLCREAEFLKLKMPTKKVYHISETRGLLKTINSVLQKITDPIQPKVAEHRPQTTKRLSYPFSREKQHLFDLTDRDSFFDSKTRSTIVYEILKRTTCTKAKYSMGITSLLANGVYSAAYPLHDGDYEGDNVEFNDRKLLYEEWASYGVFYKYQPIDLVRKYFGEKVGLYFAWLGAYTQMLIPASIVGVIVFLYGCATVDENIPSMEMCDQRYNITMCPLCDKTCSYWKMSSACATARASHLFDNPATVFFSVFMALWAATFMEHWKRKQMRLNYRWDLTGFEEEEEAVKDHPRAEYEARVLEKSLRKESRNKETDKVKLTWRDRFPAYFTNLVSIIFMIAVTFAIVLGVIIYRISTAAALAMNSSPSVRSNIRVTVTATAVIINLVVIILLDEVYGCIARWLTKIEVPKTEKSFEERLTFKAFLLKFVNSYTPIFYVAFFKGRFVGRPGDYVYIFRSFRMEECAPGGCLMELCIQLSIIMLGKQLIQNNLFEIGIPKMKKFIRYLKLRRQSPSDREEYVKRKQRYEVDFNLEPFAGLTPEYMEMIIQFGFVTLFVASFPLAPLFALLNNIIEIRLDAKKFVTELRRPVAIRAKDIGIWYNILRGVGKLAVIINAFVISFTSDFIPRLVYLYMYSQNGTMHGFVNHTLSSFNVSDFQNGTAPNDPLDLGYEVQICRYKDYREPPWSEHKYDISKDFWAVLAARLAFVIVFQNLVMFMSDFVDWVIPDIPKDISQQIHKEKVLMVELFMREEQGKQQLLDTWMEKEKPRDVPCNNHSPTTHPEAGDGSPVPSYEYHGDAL
The depositor's hits bear a star; i = inactive. A portion of the library (hit frequency here may not be typical).

Each structure is followed by: KCNK3 inh | ANO1 activ
Cc1nnc(SCC(=O)Nc2ccc(S(N)(=O)=O)cc2)n(N)c1=O
  i | i
CC1CCC2(CC1)NC(=O)N(NC(=O)C1CCN(C(=O)c3ccc(Cl)cc3)CC1)C2=O (configuration not stated)
  i | i
O=C(Nc1ccn(CC(=O)N2CCN(c3ccccn3)CC2)c(=O)n1)OCc1ccccc1
  i | i
Cc1ccc(C(CC(=O)O)NC(=O)c2ccc(S(=O)(=O)N3CC(C)OC(C)C3)cc2)cc1 (configuration not stated)
  i | i
O=c1cc(-c2ccc(O)c(O)c2)oc2cc(O[C@@H]3O[C@H](CO)[C@@H](O)[C@H](O)[C@H]3O)cc(O)c12
  i | -16*
CCOc1ccc(NC(=O)COC(=O)Cn2nc(C)c([N+](=O)[O-])c2C)cc1OCC
  i | i
Cc1cc(SCC(=O)Nc2ccc3[nH]c(=O)[nH]c3c2)nc2ccccc12
  i | i
C(=NOCCc1ccccc1)c1ccccn1
  i | i
Cc1c(CCCl)c(Cl)n2c(nc3ccccc32)c1C#N
  i | i
CN1CCN(S(=O)(=O)c2cccc(C(=O)Nc3sccc3C#N)c2)CC1
  i | i

Reprinted from the part before: 5 compounds, then new ones.
Each structure is followed by: KCNK3 inh | ANO1 activ
CCOc1ccc(NC(=O)COC(=O)Cn2nc(C)c([N+](=O)[O-])c2C)cc1OCC
  i | i
Cc1cc(SCC(=O)Nc2ccc3[nH]c(=O)[nH]c3c2)nc2ccccc12
  i | i
C(=NOCCc1ccccc1)c1ccccn1
  i | i
Cc1c(CCCl)c(Cl)n2c(nc3ccccc32)c1C#N
  i | i
CN1CCN(S(=O)(=O)c2cccc(C(=O)Nc3sccc3C#N)c2)CC1
  i | i
CC1CCN(CC(=O)Nc2ccccc2C(=O)NC2CC2)CC1
  i | i
Cc1nc(N)[nH]c(=O)c1CCCNc1ccc(CCCCC2(CCl)OCCO2)cc1
  i | i
Nc1nc2cc(Cl)c(Br)cc2o1
  i | i
COc1cccc(C(=O)O[C@@H]2[C@H](Cc3ccccc3)NS(=O)(=O)[C@H]3C[C@@H]4C=C[C@]23O4)c1
  i | i
O=C1CCc2ccccc2O1
  i | i
CCC(C)Sc1cc(-c2nc3cc(C)ccn3c2NC2CCCCC2)ccc1OC (configuration not stated)
  i | i
O=C(OCC(=O)N1CCOCC1)c1ccc(Cl)c(S(=O)(=O)N2CCc3ccccc32)c1
  i | i
CCCCN(C(=O)C1CCCC1)c1c(N)n(Cc2ccccc2)c(=O)[nH]c1=O
  i | i
CCc1ccc(N2CC(C(=O)OCC(=O)Nc3ccc([N+](=O)[O-])cc3)CC2=O)cc1 (configuration not stated)
  i | i
CCN(Cc1ccc2c(c1)OCCO2)C(=O)CN1C(=O)NC2(CCc3ccccc32)C1=O (configuration not stated)
  i | i
O=C(CN1C(=O)NC2(CCCCCCC2)C1=O)Nc1ccc(OC(F)F)cc1
  i | i
COc1cccc(C=NNC(=O)CCCC(=O)NN=Cc2cccc(OC)c2)c1
  i | i
CN(C(=O)CSc1nnc(Nc2ccccc2F)s1)C1CCS(=O)(=O)C1 (configuration not stated)
  i | i
Cc1[nH]c2ccccc2c1C(=O)C(C)Sc1nnc(C2CC2)o1 (configuration not stated)
  i | i
Nc1ccc2c(c1)C(=O)c1cc([N+](=O)[O-])ccc1-2
  i | i
CC(=O)Nc1ccc(C(=O)OCC(=O)NCCC2=CCCCC2)cc1
  i | i
COc1cccc(CNc2nc3ccc(NC(C)=O)cc3s2)c1
  i | i
COc1ccc(C(=O)Nc2nc(-c3ccccn3)cs2)cc1S(=O)(=O)N1CCOCC1
  i | i
CCOc1ccc(C(=O)CCC(=O)Nc2ccncc2)cc1
  i | i
COc1cc(C(=O)NCC(=O)NNC(=O)CN(C)S(=O)(=O)c2ccc(Cl)cc2)cc(OC)c1OC
  i | i
O=C1C=C(c2ccccc2Oc2ccccc2)C[C@@H](c2ccc3c(c2)OCO3)C1
  i | i
O=C(CCS(=O)(=O)c1ccccc1)NNC(=O)CSc1ccccc1F
  i | i
Cc1cc(C(=O)COC(=O)c2cc(Cl)c(O)c(Cl)c2)c(C)n1C
  i | i
Cc1ccc(C2C(C(=O)c3cc4ccccc4o3)=C(O)C(=O)N2CCN(C)C)o1 (configuration not stated)
  i | i
COc1cc(OC)cc(C(=O)N[C@H](C(=O)OCC(=O)N2CCN(S(=O)(=O)c3ccc(C)cc3)CC2)C(C)C)c1
  i | i
CN(CC(=O)Nc1ccccc1Br)C(=O)CN1CCN(c2ccccc2Cl)CC1
  i | i
C[C@H](CO)N1C[C@H](C)[C@@H](CN(C)S(=O)(=O)c2ccccc2)Oc2c(cccc2N(C)C)C1=O
  i | i
CCN(C(=O)CSc1nnc(-c2c[nH]c3ccccc23)n1C1CC1)C1CCS(=O)(=O)C1 (configuration not stated)
  i | i
COc1ccc(Cl)cc1NC(=O)CN(C)C(=O)c1cccc(-n2cnnn2)c1
  i | i
Cc1nc(C)c(C(=O)OCC(=O)Nc2ccccc2)s1
  i | i

Reprinted from the part before: 5 compounds; new compounds follow.
Each structure is followed by: KCNK3 inh | ANO1 activ
CN(CC(=O)Nc1ccccc1Br)C(=O)CN1CCN(c2ccccc2Cl)CC1
  i | i
C[C@H](CO)N1C[C@H](C)[C@@H](CN(C)S(=O)(=O)c2ccccc2)Oc2c(cccc2N(C)C)C1=O
  i | i
CCN(C(=O)CSc1nnc(-c2c[nH]c3ccccc23)n1C1CC1)C1CCS(=O)(=O)C1 (configuration not stated)
  i | i
COc1ccc(Cl)cc1NC(=O)CN(C)C(=O)c1cccc(-n2cnnn2)c1
  i | i
Cc1nc(C)c(C(=O)OCC(=O)Nc2ccccc2)s1
  i | i
Cc1ccc(NC(=O)COC(=O)c2ccco2)cc1C
  i | i
OC[C@H]1O[C@@H](Oc2ccc3cc(Br)ccc3c2)[C@H](O)[C@@H](O)[C@H]1O
  i | i
O=C(OCCc1cc2ccccc2c(=O)o1)N1CCOCC1
  i | i
Nc1ccc(O)c([N+](=O)[O-])c1
  i | i
O=C(CN1CCN(C(C(=O)Nc2ccc(Cl)cc2C(F)(F)F)c2ccccc2)CC1)NC1CC1 (configuration not stated)
  i | i
CN(C(=O)COC(=O)c1ccc2ccccc2n1)C1CCCCC1
  i | i
N#Cc1ccccc1OCC(=O)NNC(=O)c1ccncc1
  i | i
Cc1cc(NC(=O)C(C)SCC(=O)OCC(=O)Nc2c(C)cccc2C(C)C)no1 (configuration not stated)
  i | i
CCN1C(=N)N(c2ccccc2)C(=O)C(CC)(CC)C1=O
  i | i
COC(=O)c1ccc(N2CCOCC2)c(NC(=O)c2cc3ccccc3o2)c1
  i | i
COc1ccc2cc(N3CCCC3=O)ccc2c1
  i | i
CSCCC(NS(=O)(=O)c1cccc(C(F)(F)F)c1)C(=O)N1CCN(C(=O)c2ccco2)CC1 (configuration not stated)
  i | i
COc1ccc(Cl)cc1NC(=O)CN(C)C(=O)CSc1ccc2c(c1)OCCO2
  i | i
O=[N+]([O-])c1ccc2c(c1)Cc1cc(F)ccc1-2
  i | i
Cc1ccc(S(=O)(=O)N2CC(O)CC2C(=O)OCC(=O)Nc2ccc([N+](=O)[O-])cc2C(F)(F)F)cc1C (configuration not stated)
  i | i
O=C(NCc1cccc(F)c1)c1cccc2c1C(=O)c1ccc(N3CCCC3)cc1S2(=O)=O
  i | i
CCOC(=O)C1CCCN(C(=O)c2cccc(S(=O)(=O)N3CCCC3)c2)C1 (configuration not stated)
  i | i
CN(Cc1cccc(Cl)c1Cl)C(=O)CCNC(=O)c1ccco1
  i | i
C=CCNS(=O)(=O)NC(=O)C1=C(N2CCCC2)COC1=O
  i | i
CSCCC(NC(=O)c1ccc(Cl)cc1Cl)C(=O)N1CC(C)OC(C)C1 (configuration not stated)
  i | i

Going on with the list.
| Structure | KCNK3 inh | ANO1 activ |
| --- | --- | --- |
| CCN(CC)S(=O)(=O)c1ccc(N2CC(C(=O)Nc3cccc(C(=O)NC4CC4)c3)CC2=O)cc1 (configuration not stated) | i | i |
| CCOC(=O)c1ccc(N2C(=O)C3CCCN3C2=S)cc1 (configuration not stated) | i | i |
| Cc1ccc(S(=O)(=O)N2CCOCC2)cc1C(=O)NCCc1ccc(Cl)cc1 | i | i |
| COc1ccc(COC(=O)C2CCN(C(=O)c3ccc(Cl)cc3)CC2)cc1F | i | i |
| COc1ccccc1C(=O)NCCC(=O)N1CCN(c2ccc(C(F)(F)F)cn2)CC1 | i | i |
| CCOC(=O)C1=C(COC(=O)c2cc(S(=O)(=O)N(C)C)ccc2C)NC(=O)NC1C (configuration not stated) | i | i |
| COc1ccc([C@H]2CC(=O)C=C(c3ccc4ncccc4c3)C2)cc1 | i | i |
| CC(C)Cc1ccc(C(C)CC2=CCC(CN(C)C)C2=O)cc1 (configuration not stated) | i | i |
| CCNC(COC(=O)c1ccc([N+](=O)[O-])cc1)C1CCCCC1 (configuration not stated) | i | i |
| CN(C)S(=O)(=O)c1cccc(NC(=S)NC(=O)c2ccco2)c1 | i | i |
| CN(CC(=O)Nc1cccc(F)c1)C(=O)c1ccc(N2C(=O)c3ccccc3C2=O)cc1 | i | i |
| Cc1ccc(C(=O)NCc2cccc(C(F)(F)F)c2)cc1S(=O)(=O)N1CCCCC1 | i | i |
| O=C(Nc1cccc(C(=O)NC2CC2)c1)c1ccc(Cl)c(S(=O)(=O)N2CCOCC2)c1 | i | i |
| Cc1ccc(C(C)C)c(OCC(=O)NNCC(=O)Nc2cccc(F)c2)c1 | i | i |
| Cc1cc(NC(=O)COc2ccccc2C(N)=O)no1 | i | i |
| O=C(N[C@@H](Cc1ccccc1)C(=O)OCc1ccccc1)c1nc[nH]c1C(=O)N1CCNCC1 | i | i |
| COc1cccc(C2CC(c3ccccc3Cl)Nc3ncnn32)c1 (configuration not stated) | i | i |
| O=C(CSc1nnc(N2CCCC2)n1-c1ccccc1Cl)N1CCN(c2ccccn2)CC1 | i | i |
| COc1cc2sc3cc(NCc4ccc(C)o4)ccc3c(=O)c2cc1OC | i | i |
| Cc1ccc(S(=O)(=O)N2CCN(C(=O)CCc3c[nH]c4ccccc34)CC2)c(C)c1 | i | i |
| O=C(CNC(=O)c1ccc(Br)cc1)NC1CC1 | i | i |
| CN(Cc1c(F)cccc1Cl)C(=O)c1ccc(NC(=O)CC2SC(N3CCCCC3)=NC2=O)cc1 (configuration not stated) | i | i |
| COc1ccc2c(c1)CCCC(Br)C2=O (configuration not stated) | i | i |
| COc1ccc(S(=O)(=O)N(C)C[C@H]2Oc3c(NC(=O)Cc4ccccc4)cccc3C(=O)N([C@H](C)CO)C[C@@H]2C)cc1 | i | i |
| CCN(CC)C(=O)c1[nH]cnc1C(=O)Nc1ccc(C)cc1 | i | i |
| Nc1nc(N)c2[nH]c(=S)[nH]c2n1 | i | i |
| C[C@@H]1C(c2ccccc2)=NN(c2ccc(Br)cc2)[C@H]1C(=O)N1CCOC1=O | i | i |
| Cc1ccc(NC(=O)COC(=O)c2ccc3c(=O)n4c(nc3c2)CCC4)c(Br)c1 | i | i |
| CC(C)Oc1ccc(C(=O)OCC(=O)c2ccc[nH]2)cc1 | i | i |
| COc1ccccc1NS(=O)(=O)c1ccc(C)c(C(=O)NNC(=O)c2csc(N3CCOCC3)n2)c1 | i | i |
| C=CCSc1nnc(NC(=O)C2CC(=O)N(c3ccc4c(c3)OCCO4)C2)s1 (configuration not stated) | i | i |
| COc1ccc(OC)c(CN2CCN(CC(=O)Nc3ccccc3C(=O)NC3CC3)CC2)c1 | i | i |
| NC(=O)c1ccccc1NC(=O)COC(=O)CSCc1cccc(Cl)c1 | i | i |
| O=C(CSc1ccc([N+](=O)[O-])cc1)Nc1ccccc1N1CCOCC1 | i | i |
| O=S(=O)(Cc1ccccc1)NC1c2ccccc2Oc2ccccc21 | i | i |
| CCOC(=O)C1CCN(S(=O)(=O)c2ccc3c4c(cccc24)C(=O)N3CC)CC1 | i | i |
| Nc1ncnc2c1ncn2[C@@H]1O[C@H](CNCc2ccccc2OCc2ccc(Cl)cc2Cl)[C@@H](O)[C@H]1O | i | i |
| O=C1CN(C(=O)CSc2ccccn2)c2ccccc2N1 | i | i |
| COc1ccc(N2CCN(C(=O)COC(=O)c3ccc(-n4nc(C)cc4C)cc3)CC2)cc1 | i | i |
| Cc1ccccc1Nc1nc(N)nc(COC(=O)c2ccc([N+](=O)[O-])o2)n1 | i | i |
| COc1ccccc1C(=O)NCCC(=O)NCc1ccncc1 | i | i |
| O=C(C[C@@H]1C/C=C\CCC(=O)OC[C@@H]2CCCN2C1=O)N[C@@H](CO)Cc1ccccc1 | i | i |
| O=C1C=C(c2cccc(CO)c2)C[C@@H](c2ccc(Cl)cc2)C1 | i | i |
| CCN(CC)C1Oc2cc3c(cc2C(c2cc(OC)c(O)c(OC)c2)C1C)OCO3 (configuration not stated) | i | i |
| COc1ccc(N(CC(=O)NCc2cccs2)S(=O)(=O)c2ccc(F)cc2)cc1 | i | i |
| N#Cc1cccc(NC(=O)CCc2ccc(S(=O)(=O)N3CCOCC3)cc2)c1 | i | i |
| CCOC(=O)C1CCN(C(=O)C(CCSC)NC(=O)COc2ccccc2)CC1 (configuration not stated) | i | i |
| Cc1nn(C2CCS(=O)(=O)C2)c(C)c1CN(C)C(=O)c1ccc(Cl)cc1 (configuration not stated) | i | i |
| COc1cccc(CNC(=O)CCS(=O)(=O)c2ccccc2Cl)c1 | i | i |
| O=C(Nc1ccc(F)cc1)C1CCCN(C2=NS(=O)(=O)c3ccccc32)C1 (configuration not stated) | i | i |
| CN(CC(=O)Nc1cccc(F)c1)C(=O)C1CCC(C(=O)N(C)CC(=O)Nc2cccc(F)c2)CC1 (configuration not stated) | i | i |
| C[C@H]1CN([C@@H](C)CO)C(=O)Cc2cc(NC(=O)CCC(F)(F)F)ccc2O[C@H]1CN(C)CC1CC1 | i | i |
